mcGAS lum: blocks mouse cGAS activity | Q8C6L5 | recombinant cGAS, Kinase-Glo ATP depletion luminescence | inhibition, % at 12.5 µM | actives 0.15% (n = 160,000);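 note: 0% = negative control wells and 100% = reference inhibitor with no enzyme activity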
hcGAS lum: blocks human cGAS activity; actives 0.081% (n = 290,000); recombinant h-cGAS, ATP depletion, Kinase-Glo luminescence; Q8N884; inhibition, % at 12.5 µM; AID 1259398;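 note: 0% = vehicle reaction and 100% = reaction without DNA for no activity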
Target sequence (Q8N884 whole entry, looked up): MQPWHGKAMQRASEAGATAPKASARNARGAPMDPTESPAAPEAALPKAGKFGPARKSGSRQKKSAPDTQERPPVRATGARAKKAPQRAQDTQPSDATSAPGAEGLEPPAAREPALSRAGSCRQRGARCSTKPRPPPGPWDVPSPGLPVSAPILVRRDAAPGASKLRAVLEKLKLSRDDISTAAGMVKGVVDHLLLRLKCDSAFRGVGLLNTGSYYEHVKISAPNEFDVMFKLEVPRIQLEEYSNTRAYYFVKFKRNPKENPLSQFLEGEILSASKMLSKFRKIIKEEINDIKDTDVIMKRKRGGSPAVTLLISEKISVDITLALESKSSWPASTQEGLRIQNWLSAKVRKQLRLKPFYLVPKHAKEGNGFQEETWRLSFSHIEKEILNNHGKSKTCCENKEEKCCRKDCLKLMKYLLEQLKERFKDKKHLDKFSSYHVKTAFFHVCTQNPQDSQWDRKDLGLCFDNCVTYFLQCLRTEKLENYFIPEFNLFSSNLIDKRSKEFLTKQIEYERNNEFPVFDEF
NPYLR7 agonist: mosquito NPYLR7 agonism; HEK293T NPYLR7/Galpha15, GCaMP6s calcium fluorescence; activation, % at 10 µM; actives 0.15% (n = 270,000); in the data active = activation above about 40%;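 note: 0% = vehicle and 100% = reference agonist at the receptor; some compounds past the cut are filed as inactive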
The depositor's hits bear a star; / = no result given. Cut-off read from the data, not from the text of the source, unless noted: active = inhibition above about 40%; inactive = the rest. This is a random part of the collection; any-hit rate near 0.29%.

Values run as follows: mcGAS lum | hcGAS lum | NPYLR7 agonist
Cc1ccccc1NC(=S)NC(=O)CC1SC(=O)N(c2ccccc2)C1=O (stereo not given)
    2 | -6 | -4
CCc1cc(CN(C)C(=O)c2nc3ccccc3[nH]c2=O)on1
    / | -3 | 10
Cn1ncc2c1C1(C)CCC2C1(C)C (stereo not given)
    / | -8 | 4
COc1ccc(CN(Cc2ccco2)C(=O)NC2CCCCC2)cc1OS(=O)(=O)c1cccc(C(F)(F)F)c1
    -3 | -3 | -2
CN(C)c1ccc(N2C(=O)CSC2c2cccc(NC(=O)c3ccco3)c2)cc1 (stereo not given)
    -5 | -4 | 0
Cc1ccccc1-n1c(SCc2cccc(F)c2F)nnc1-c1ccccc1Cl
    -8 | -4 | 6
Cc1cc(C)n(C2CCN(Cc3cnc4c(-c5ccccc5)cnn4c3)C2)n1 (stereo not given)
    -11 | -7 | -4
O=C(NCc1cccc(C(F)(F)F)c1)c1cc(-c2ccccc2F)nn1-c1ccc([N+](=O)[O-])cc1
    -6 | -9 | /
Cc1cccc(NC(=O)CSc2nccn3nc(-c4ccccc4)cc23)c1
    -8 | -7 | 1
O=C(Nc1nnc(-c2ccc3c(c2)OCO3)s1)C1CCCN1C(=O)NC1CCCCC1 (stereo not given)
    -1 | -2 | -8
Cc1cc(C)nc(N2CCCC(C(=O)N3CCN(S(C)(=O)=O)CC3)C2)n1 (stereo not given)
    -3 | 4 | /
Cc1ccccc1NC(=O)CC1Cn2ncc(-c3ccccc3)c2NC1=O (stereo not given)
    -6 | -5 | 0
CCc1ccc(-n2c(C(CC)N(CCC(C)C)C(=O)c3cc(OC)cc(OC)c3)nc3ccccc3c2=O)cc1 (stereo not given)
    -4 | -5 | 24
CCCN(CCC)c1nc(Cl)nc(NCCN2CCOCC2)n1
    -4 | -9 | 4
S=C(Nc1ccccc1)N1CCn2cccc2C1c1ccncc1 (stereo not given)
    / | -6 | 2
O=c1ccc(=O)n(CN2CCOCC2)[nH]1
    -8 | -5 | -1
CC=CCn1c(N2CCCCC2)nc2c1c(=O)[nH]c(=O)n2C
    -3 | 1 | -6
CCCCC(CC)C(=O)Nc1ccc(C2SCC(=O)N2c2cccc(OC)c2)cc1 (stereo not given)
    -5 | -8 | 18
O=C1C[C@H]2CC[C@@H](CN1)N2C(=O)C1CCN(Cc2ccco2)CC1
    -17 | -8 | 22
Cc1nnc(N2CCCC2C(=O)N2CCSCC2)s1 (stereo not given)
    / | 5 | 5
CCc1nc2ccc(C(=O)NCc3ccc4c(c3)OCO4)cn2c1N(C)Cc1cccs1
    -2 | -5 | 6
O=C(c1ccc(CSc2nnc(Cc3ccccc3)n2-c2ccccc2F)cc1)N1CCOCC1
    -10 | -10 | 23
CC1(C(=O)NS(=O)(=O)c2ccc(C#N)cc2)CCN1C(=O)Cc1ccsc1 (stereo not given)
    / | -6 | 4
O=C(Cc1coc(-c2ccc(Cl)cc2)n1)Nc1cnccc1N1CCCCC1
    -18 | -6 | 1
Clc1ccc(C2=Nc3nnnn3C(c3cccc4ccccc34)C2)cc1 (stereo not given)
    / | 2 | 3
COc1ccc(-n2nnc3c(SCc4ccc(F)cc4)ncnc32)cc1
    -9 | -7 | 12
Cc1sc(NC(=O)c2ccc3c(c2)CC(C)N3S(C)(=O)=O)nc1-c1ccccc1 (stereo not given)
    / | 1 | -4
COc1ccccc1CC(=O)NCc1cccc(C(N)=O)c1
    / | -5 | 5
COc1ccc(-c2nc(C)c(-c3ccc(SCC(=O)N4CCCCCC4)nn3)s2)cc1
    / | -1 | 4
Nc1ncnc2c1ncn2C1OC(COP(=O)(O)OP(=O)(O)OP(=O)(O)OP(=O)(O)OCC2OC(n3cnc4c(N)ncnc43)C(O)C2O)C(O)C1O (stereo not given)
    -1 | 2 | 20

Next section
Values run as follows: mcGAS lum | hcGAS lum | NPYLR7 agonist
Cc1ccc(S(=O)(=O)NC2=NCN(Cc3cccnc3)CN2)cc1
    -8 | -5 | -5
COc1cc(Nc2ncnc(N)c2[N+](=O)[O-])cc(OC)c1OC
    / | -8 | 1
COc1ccc(S(=O)(=O)NCC2CCCN(C(=O)CCc3cnn(C)c3)C2)cc1 (stereo not given)
    / | -8 | 15
CC(C)OC(=NC(=O)c1cccs1)N1CCCC1
    -4 | -4 | 2
CC(C)(C)n1nc2c(c1NC(=O)C1CCCCC1)CS(=O)(=O)C2
    / | -8 | 2
COc1ccc2oc(=O)c(-c3nnc(-c4ccccc4Br)o3)cc2c1
    0 | 3 | -8
Cc1ccc(C(=O)Nc2ccccc2)cc1S(=O)(=O)N(CCO)CCO
    -4 | -3 | -9
CCOC(=O)C1(C)CCCCN1C(=O)c1ccncc1 (stereo not given)
    / | -6 | 0
Cc1sc(CCN2CCCC2=O)nc1-c1ccc(NS(C)(=O)=O)cc1
    / | -7 | 4
Cc1cccc(NC(=O)CN2CCN(c3cccc(Cl)c3)C2=O)n1
    / | -11 | -2
Cn1/c(=N\N=C2/C(=O)Nc3ccc(F)cc32)sc2ccccc21
    / | -1 | 8
O=C1OC(/C=C/c2cccc(Cl)c2Cl)=NC/1=C\c1ccc([N+](=O)[O-])cc1
    / | -3 | -1
Nc1cc(-c2cccc(C(F)(F)F)c2)nn1-c1ccc(C(=O)NC23CC4CC(CC(C4)C2)C3)cc1
    -5 | -8 | -7
Cc1ccc(-n2c(=O)c3ccccc3n(CC(=O)NCc3ccccn3)c2=O)cc1C
    -3 | -1 | -4
CCC1CN(Cc2cc3c(cc2O)OCO3)CCO1 (stereo not given)
    / | 6 | -3
COc1ccc(NC(=O)Nc2ccc(-c3ccc(N4CCCCC4)nn3)cc2)cc1OC
    6 | -1 | -3
Cc1nonc1CC(=O)N1CC[C@@H]2[C@@H](CCC(=O)N2CC(C)C)C1
    -6 | -13 | /
Cn1cnc(S(=O)(=O)NCC2CCCCCCC2)c1Cl
    / | 1 | -2
CC(C)CCN(CCC(C)C)C(CO)(CO)CO
    / | -3 | -4
COc1ccc(CCNC(=O)c2ccccc2N2CCC(NC(=O)c3ccc(Br)cc3)CC2)cc1OC
    -3 | 2 | 3
O=C(c1cc(F)cc(F)c1)N1CCN(Cc2ccc(-c3noc(-c4ccco4)n3)cc2)CC1
    -6 | -5 | 7
CS(=O)(=O)NC1CCN(CC2(O)CCCN(CCc3ccccc3)C2=O)CC1 (stereo not given)
    / | -5 | 28
O=C1NCCN1c1cccc(Nc2ncnc3cc(F)c(F)cc23)c1
    / | -8 | 13
Cc1c(C(=O)NCc2ccc([N+](=O)[O-])cc2)sc(=O)n1Cc1ccc(C(F)(F)F)o1
    / | -7 | 11
Cc1ccc(NC(=O)c2c(-c3ccccc3)noc2C)cc1Cl
    / | -3 | 1
COc1ccc(C(C)=O)cc1N1C(=O)C2C3C=CC(C3)C2C1=O (stereo not given)
    -2 | 0 | -3
CC(=O)Nc1sc(C)c(C)c1C(=O)OCc1cc(=O)n2ccsc2n1
    / | -2 | 2
Cc1ccc(C(O)=C2C(=O)C(=O)N(CCCn3ccnc3)C2c2ccncc2)cc1 (stereo not given)
    -8 | -5 | 7
CCC(C(=O)N1CCC(NC(=O)N2CCC(C(N)=O)C2)CC1)c1ccccc1 (stereo not given)
    / | -5 | 1
COC(=O)CCCC(=O)N1CCCN(c2nc3ccccc3nc2-c2ccccc2)CC1
    -6 | -5 | 2

Quoted from above for reference:
Values run as follows: mcGAS lum | hcGAS lum | NPYLR7 agonist
Cc1c(C(=O)NCc2ccc([N+](=O)[O-])cc2)sc(=O)n1Cc1ccc(C(F)(F)F)o1
    / | -7 | 11
Cc1ccc(NC(=O)c2c(-c3ccccc3)noc2C)cc1Cl
    / | -3 | 1
COc1ccc(C(C)=O)cc1N1C(=O)C2C3C=CC(C3)C2C1=O (stereo not given)
    -2 | 0 | -3
CC(=O)Nc1sc(C)c(C)c1C(=O)OCc1cc(=O)n2ccsc2n1
    / | -2 | 2
Cc1ccc(C(O)=C2C(=O)C(=O)N(CCCn3ccnc3)C2c2ccncc2)cc1 (stereo not given)
    -8 | -5 | 7
CCC(C(=O)N1CCC(NC(=O)N2CCC(C(N)=O)C2)CC1)c1ccccc1 (stereo not given)
    / | -5 | 1
COC(=O)CCCC(=O)N1CCCN(c2nc3ccccc3nc2-c2ccccc2)CC1
    -6 | -5 | 2

Following part
Values run as follows: mcGAS lum | hcGAS lum | NPYLR7 agonist
Brc1cccc(CSc2nnc(-c3cc(-c4ccccc4)nc4ccccc34)n2CC2CCCO2)c1 (stereo not given)
    1 | 3 | -2
Cc1cc(C(=O)N2CCCC(Nc3ccc4c(c3)OCCO4)C2)c(=O)[nH]c1C (stereo not given)
    -13 | -7 | /
CSc1nc2nc(C)c(CCC(=O)Nc3nccs3)c(C)n2n1
    / | -6 | 5
Cc1cc(C)c(-c2cc(C(=O)N(CCC(=O)N3CCN(C)CC3)CC3CCCO3)no2)c(C)c1 (stereo not given)
    -3 | -5 | /
CN(Cc1ccc(C(=O)Nc2nn(C)c3ccccc23)cc1)Cc1ccno1
    / | -5 | -3
CCN(Cc1nc2ccccc2c(=O)[nH]1)C(=O)COc1cccc(C)c1C
    / | -11 | -4
CCCOC(=O)c1ccc(NC(=O)CCN2C(=O)c3ccccc3C2=O)cc1
    -1 | 0 | -11
COc1ccc(C(=O)CN2CCN(C(=O)c3cn(C)cc4c(=O)n(-c5ccccc5)nc3-4)CC2)cc1
    -7 | -7 | -3
O=C(CCN1CCCCO1)NCC(c1ccccc1)C1CCCC1 (stereo not given)
    / | -6 | -1
Cc1cnc(NCCCc2ccncc2)nc1N(C)C
    / | -5 | 5
CC1(C(=O)Nc2cccc3ncccc23)CCN1C(=O)C/C=C/c1ccccc1 (stereo not given)
    -4 | -5 | 19
O=C1CCC(c2ccc3c(c2)OCCO3)=NN1Cc1cccnc1
    / | -3 | -3
CC(=O)Oc1ccccc1C(=O)N1CCN(c2nc3nccc(-c4ccc(Cl)c(Cl)c4)n3n2)CC1
    -12 | -6 | -2
Cc1ccc(-n2nc(C(=O)O)c(=O)n(Cc3ccccc3Cl)c2=O)cc1Cl
    / | 2 | 29
O=C1c2cccc(O)c2CCN1Cc1ccccc1
    / | -10 | 1
COc1ccc(-n2cc(-c3ccnc(NCCC4CCCN4C)n3)cn2)cc1 (stereo not given)
    -10 | -5 | 4
CCc1[nH]nc2c1C1(CCOCC1)C(C#N)C(=N)O2 (stereo not given)
    / | 1 | 2
CC1(C)CC(=O)C2C(=Nc3ccccc3NC2c2ccc(Br)s2)C1 (stereo not given)
    -6 | -3 | 10
Cc1ccc(S(=O)(=O)N2CCC(C(=O)N3CCCC3c3ccccc3)CC2)cc1C (stereo not given)
    / | -9 | 0
CCS(=O)(=O)c1ccc(S(=O)(=O)NC2(c3ccc(F)cc3)CCC2)cc1
    / | -7 | 3
Cn1ncc2c(N3CCN(CC(=O)Nc4ccc(Cl)cc4F)CC3)ncnc21
    / | -6 | -2
O=C(CC1CCCCC1)Nc1c2c(nn1-c1ccc([N+](=O)[O-])cc1)CS(=O)(=O)C2
    / | -10 | -2
C#CCOCC(O)CN(CC=C)CC1CC(c2ccc(Cl)cc2)=NO1 (stereo not given)
    -4 | -3 | 0
CC(=O)Nc1cnn(-c2ccc(C(=O)N3CCC(c4nc5ccccc5o4)CC3)cc2)c1
    -14 | -11 | 1
c1cc(-c2ccc3[nH]ncc3c2)n2nccc2c1
    -16 | -1 | 17
Cc1nnsc1CN(C)Cc1cccc(C(=O)Nc2cccc(F)c2)c1
    -10 | -1 | 47
CC1Cc2ccccc2N1C(=O)CCCn1nc(-c2ccco2)ccc1=O (stereo not given)
    -9 | -6 | 1
CCOC(=O)Cc1csc(NC(=O)c2csc(-c3cc4ccccc4[nH]3)n2)n1
    / | -4 | 0
CC1CCCN(c2nc3c(c(=O)[nH]c(=O)n3C)n2CCCSc2nc3ccccc3o2)C1 (stereo not given)
    / | -9 | -9
CCn1cc(C(CC(=O)NC(C)CCc2ccccc2)c2cccc(F)c2)c2ccccc21 (stereo not given)
    -8 | -8 | /

(listing goes on)
Values run as follows: mcGAS lum | hcGAS lum | NPYLR7 agonist
CNC(=S)NCCSCc1cnc[nH]1
    / | -2 | 7
COc1cc(F)c(CN2CCC=C(CNC(C)=O)C2)cc1OC
    -16 | -4 | 7
Cc1ccc2c(CC(=O)Nc3ccc(F)c(Cl)c3)cc(=O)oc2c1
    / | -3 | 19
O=C(c1cc(-c2ccccc2Cl)nc2cc(-c3ccccc3)nn12)N1CCN(c2cccc(C(F)(F)F)c2)CC1
    -9 | -7 | 10
O=P1(NCCCO)C=C(c2ccccc2)SC(c2ccccc2)=C1
    / | -1 | 2
O=C(CSc1nc(=O)n(Cc2ccncc2)c2c1CCC2)Nc1ccc(F)cc1F
    -9 | -5 | 2
CCCc1cc(N2CCC(Cc3cccc(C(N)=O)c3)C2)nc(C)n1 (stereo not given)
    -11 | -7 | 4
C=CCOCC(O)CN(Cc1ccco1)Cc1c(-c2ccccc2)nn(C)c1Oc1ccccc1F (stereo not given)
    0 | 1 | -5
COC(=O)CCc1c(C)nn(-c2ccc(C(=O)NCC3CCCCC3)cc2)c1C
    -4 | -3 | 17
CCOC(=O)C1CCCN(CC(=O)N2N=C(c3ccccc3F)CC2c2ccccc2OC)C1 (stereo not given)
    -4 | -5 | 5
ON=Cc1cn(-c2ccccc2)nc1-c1ccc(Cl)cc1
    -5 | -1 | -5
Cc1c(C2CC2)nc2ccc(Br)cc2c1C(=O)NCC#N
    / | -4 | 0
C=CCN1CC(OC)CN(S(=O)(=O)c2ccccc2)CC1=O (stereo not given)
    -5 | 1 | 1

High-throughput results (PubChem BioAssay)
